From PubChem
PfM18AAP inh: blocks P. falciparum M18 aspartyl aminopeptidase | recombinant PfM18AAP, H-Glu-NHMec fluorogenic cleavage | inhibition, % at 7.35 µM | 290,000 tested, 1.2% active;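 active means inhibition above the campaign mean inhibition over all tested compounds plus 3 SD, cut at about 28% in these data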;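 further: 0% = plate median of test compound wells and 100% = 2 mM ZnCl2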
V1aR counter: V1a receptor agonism, counter-screen for OXTR agonists. 320,000 tested, 0.25% active. CHO-V1R cells, Fluo-8 calcium fluorescence, agonist mode; 0% DMSO, 100% 3 nM vasopressin. activation, % at 3 µM. AID 2797. P37288;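 active means activation above the mean activation of all tested compounds plus 3 SD, per screening run, cut at about 20% in these data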;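 further: signal is peak over basal fluorescence ratio across a 100 second FLIPR read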
OXTR ag: agonists of human oxytocin receptor | P30559 | CHO-OTR cells, Fluo-8 calcium fluorescence; normalized: DMSO 0%, oxytocin 100% | activation, % at 3 µM | 320,000 tested, 0.32% active | AID 2435;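 active means activation above the mean of all tested compounds plus 3 SD, cutoff set per screening run, cut at about 20% in these data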;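 further: peak over basal fluorescence ratio from a 100 s FLIPR kinetic read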
Target sequence (P30559 whole entry, looked up): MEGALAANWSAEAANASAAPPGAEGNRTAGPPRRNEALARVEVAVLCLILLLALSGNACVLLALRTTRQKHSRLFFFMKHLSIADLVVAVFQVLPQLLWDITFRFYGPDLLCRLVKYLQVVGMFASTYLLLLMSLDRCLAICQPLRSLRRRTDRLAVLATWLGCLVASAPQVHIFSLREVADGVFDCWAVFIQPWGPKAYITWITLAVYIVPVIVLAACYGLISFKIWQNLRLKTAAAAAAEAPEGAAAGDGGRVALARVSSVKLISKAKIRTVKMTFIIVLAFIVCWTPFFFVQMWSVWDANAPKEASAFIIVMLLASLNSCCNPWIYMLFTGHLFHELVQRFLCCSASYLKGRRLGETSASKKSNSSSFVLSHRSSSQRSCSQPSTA
MEKK2 WT-MEK5: raises or lowers MEK5 binding to wildtype human MEKK2 PB1 domain. 290,000 tested, 1.1% active. Q9Y2U5. bead flow cytometry, Alexa488-MEK5 binding to MEKK2 WT; actives lie on both sides. AID 1531. binding response (% of control), % at 10 µM; in the data active means binding response below about 67% or above about 130%
OXTR potentiate: potentiates the human oxytocin receptor response | CHO-OTR cells, Fluo-8 calcium fluorescence, potentiator mode; 0% = oxytocin EC15, 100% = EC100 | activation, % at 3 µM | 320,000 tested, 0.061% active | AID 2445;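 active means activation above that plate's cutoff, the mean activation of tested compounds plus 3 SD, cut at about 6.6% in these data, passing the limit was not always enough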;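 further: 100% uses oxytocin at 75 nM as the full agonist control; some results filed as inactive read as strong as hits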
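test system = CHO-OTR cells, human receptor | compound = single-point 3.0 µM | schedule = 6 min compound pre-incubation at room temperature, 100 s kinetic read | signal = Fluo-8 no-wash calcium dye fluorescence, excitation 470-495 nm, emission 515-575 nm | repeats = single well per compound, singlicate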
MEKK2mut PB1 HTS: signal of MEK5 binding to mutant human MEKK2 PB1 domain; percent response, % at 10 µM; AID 1530; bead flow cytometry, Alexa488-MEK5 binding to MEKK2 mutant; 290,000 tested, 0.35% active; in the data active means percent response above about 24%, passing the limit was not always enough; further: inactives centre near 1; some results filed as inactive read as strong as hits; reference of the scale not given here
NALP1 yeast inh: NALP1 inhibition; S. cerevisiae NALP1/ASC/caspase-1 growth, X-gal OD620, 72 h; inhibition, % at 10 µM; 280,000 tested, 0.61% active; in the data active means inhibition mostly above about 24%, no sharp cut-off; inactive means mostly below about 32%; further: some compounds called inactive have numbers as strong as hits
GPR7 antagonist: antagonists of human GPR7 (neuropeptides B/W receptor 1); P48145; GPR7-expressing cells, fluorescence antagonist assay; inhibition, % at 4.4 µM; 290,000 tested, 1.1% active; AID 1861; in the data active means inhibition above about 16%, passing the limit was not always enough;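 further: cells stimulated with the agonist NPW; 0% = agonist with vehicle and 100% = vehicle without agonist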
Target sequence (P48145 whole entry, looked up): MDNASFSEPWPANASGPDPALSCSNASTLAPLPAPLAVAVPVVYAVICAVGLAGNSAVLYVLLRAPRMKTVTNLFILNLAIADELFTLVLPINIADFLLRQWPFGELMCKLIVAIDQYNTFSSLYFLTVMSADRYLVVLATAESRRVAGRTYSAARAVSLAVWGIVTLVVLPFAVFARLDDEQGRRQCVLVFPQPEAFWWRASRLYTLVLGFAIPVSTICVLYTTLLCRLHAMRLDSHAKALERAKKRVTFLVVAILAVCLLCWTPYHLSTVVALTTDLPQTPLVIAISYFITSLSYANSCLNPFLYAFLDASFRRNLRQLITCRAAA
GalR3 antag: blocks the human galanin receptor 3. O60755. HEK293 GalR3-CNG cAMP membrane potential fluorescence; galR3 body fused to GalR1 C-terminus. inhibition, % at 3 µM. 360,000 tested, 0.44% active. AID 651719;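 active means inhibition above the screen-wide average plus 3 SD, cut at about 13% in these data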;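 further: forskolin and galanin both at EC90 stimulate the cells; cAMP rise reported by CNG channel membrane potential dye signal; 0% = forskolin plus galanin with DMSO and 100% = forskolin alone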
Target sequence (O60755 1-299 limits assumed): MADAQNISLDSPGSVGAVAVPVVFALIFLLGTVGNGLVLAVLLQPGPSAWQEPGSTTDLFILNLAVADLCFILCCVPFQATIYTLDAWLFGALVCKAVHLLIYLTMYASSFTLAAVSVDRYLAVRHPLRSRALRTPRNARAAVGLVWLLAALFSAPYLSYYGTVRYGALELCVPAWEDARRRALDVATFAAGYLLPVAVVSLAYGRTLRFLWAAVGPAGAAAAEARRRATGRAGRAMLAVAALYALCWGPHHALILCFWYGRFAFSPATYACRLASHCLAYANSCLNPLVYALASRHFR
The depositor's hits bear a star; . = no result given.

Order of results: PfM18AAP inh, V1aR counter, OXTR ag, MEKK2 WT-MEK5, OXTR potentiate, MEKK2mut PB1 HTS, NALP1 yeast inh, GPR7 antagonist, GalR3 antag
> COc1ccc(C(NC(=O)CN2C(=O)NC3(CCc4ccccc43)C2=O)c2ccccc2)cc1 (configuration not stated)
 : ., 1.6, 0.0, ., -9.3, ., ., ., -7.6
> COc1ccc(C(=O)N2CCN(Cc3ccccc3[N+](=O)[O-])CC2)cc1
 : 8.7, 1.4, 0.0, 115.0, -16.7, 20.0, 12.8, -0.1, -11.2
> CSCc1c(C(=O)NCCc2ccccn2)oc2ccccc12
 : 2.7, -0.5, -0.3, 105.0, 1.2, 2.0, 9.3, -10.3, -8.8
> Cc1ccc(NC(=O)CSCc2ccco2)cc1
 : 0.4, -0.1, -0.6, 108.0, -8.7, 6.0, -15.1, -12.7, -0.1
> CCC(CC)C(=O)NCCc1cc2ccc(OC)cc2[nH]c1=O
 : 6.1, 0.9, 0.4, ., -2.9, ., -4.0, -0.5, -2.6
> Cn1c(=O)[nH]c(=O)c2c1nc(N1CCOCC1)n2CCSc1nc2ccccc2[nH]1
 : -5.0, 1.1, 0.7, 90.0, -1.5, -3.0, -1.8, -9.9, -5.8
> O=C(NCc1ccccc1F)C(=O)NCC1CCCN1S(=O)(=O)c1ccccc1 (configuration not stated)
 : ., -1.6, -1.1, ., -4.1, ., ., ., -3.4
> CN(NC(=O)c1ccc(Cl)cc1Cl)C1=NS(=O)(=O)c2ccccc21
 : 0.2, 0.1, -0.6, 101.0, -2.0, 3.0, 19.2, -4.5, .
> Cc1cccc(CS(=O)(=O)Cc2ccc(C(=O)NC3CCCCCC3)o2)c1
 : -2.3, 3.5, 0.9, 93.0, -4.9, 0.0, 1.5, -6.5, 0.4
> COCCN(C(=O)CSc1nn(-c2ccc(F)cc2)c(=S)s1)c1c(N)n(CC(C)C)c(=O)[nH]c1=O
 : ., 4.7, -0.3, ., -1.8, ., ., ., -3.4
> O=C(Nc1cccc(C(F)(F)F)c1)c1cc2ncc(Br)cn2n1
 : -2.1, -0.2, -1.0, 97.0, -5.5, -1.0, 18.7, 0.8, -4.1
> Cc1ccc(OCC(=O)N(C)CC(=O)Nc2ccc(F)cc2)c([N+](=O)[O-])n1
 : 6.3, 0.0, -1.1, 94.0, -9.2, -1.0, 18.9, -3.1, 0.0
> CC[n+]1c(/C=C/Nc2ccccc2)oc2ccccc21
 : 11.1, -0.2, 2.3, 106.0, -0.6, 5.0, 24.1, 0.1, -1.1
> CCCCCCCCn1c(=O)c(C(=O)OC)c(N)c2ccccc21
 : 0.5, 3.6, 4.0, 95.0, -15.9, -6.0, -5.5, -8.1, 2.2
> Cc1ccc(Nc2cnn(C34CC5CC(CC(CC(=O)O)(C5)C3)C4)c(=O)c2Cl)cc1
 : 4.7, -0.1, 0.2, 93.0, 1.6, -5.0, 0.1, 4.4, -7.5
> Cn1c(=O)c2c(nc(N3CCOCC3)n2CCCNC2=NCCC2)n(C)c1=O
 : 0.4, 0.9, 1.5, 112.0, -4.2, 12.0, -6.2, -4.7, -0.9
> Cc1occc1C(=O)Nc1ccc(S(=O)(=O)N2CCN(C)CC2)cc1
 : -9.3, 1.3, 0.4, 105.0, -2.3, 7.0, ., -11.2, -4.2
> CCC(C)NC(=O)C1CCN(S(=O)(=O)c2ccc3c(c2)CC(C)N3C(C)=O)CC1 (configuration not stated)
 : 2.6, 0.7, 1.4, 104.0, -4.9, 2.0, 5.3, 5.0, 2.8
> C=CCn1c2ccccc2c2nnc(SCC(=O)NC(C(=O)OC)C(C)C)nc21 (configuration not stated)
 : 2.6, -0.2, -0.6, 92.0, 5.4, -1.0, 21.6, -11.6, -1.5
> O=C(Nc1ccc([N+](=O)[O-])cc1)Nc1ccc(Cl)cc1F
 : -3.9, 12.3, 10.8, 98.0, -26.3, -5.0, 24.4, 8.5, -0.5

Next part, overlapping the part above by two compounds.
Order of results: PfM18AAP inh, V1aR counter, OXTR ag, MEKK2 WT-MEK5, OXTR potentiate, MEKK2mut PB1 HTS, NALP1 yeast inh, GPR7 antagonist, GalR3 antag
> C=CCn1c2ccccc2c2nnc(SCC(=O)NC(C(=O)OC)C(C)C)nc21 (configuration not stated)
 : 2.6, -0.2, -0.6, 92.0, 5.4, -1.0, 21.6, -11.6, -1.5
> O=C(Nc1ccc([N+](=O)[O-])cc1)Nc1ccc(Cl)cc1F
 : -3.9, 12.3, 10.8, 98.0, -26.3, -5.0, 24.4, 8.5, -0.5
> S=C1NC(c2ccccc2)N2C(=S)NC(c3ccccc3)N12 (configuration not stated)
 : 38.1*, -0.5, 0.9, 90.0, -0.7, -2.0, 2.8, -3.9, -4.6
> Cc1cccn2c(=O)cc(COC(=O)C(C)Oc3ccccc3)nc12 (configuration not stated)
 : ., 1.1, -0.2, ., -5.7, ., ., ., -4.2
> O=C(NC1(C(F)(F)F)NC(=O)N(c2ccccc2)C1=O)c1cccs1 (configuration not stated)
 : -7.2, 1.4, 1.8, 100.0, -5.2, -1.0, 3.4, -12.2, -9.8
> O=C(NCc1n[nH]c(=S)n1-c1ccccc1)c1cccs1
 : 28.3*, 0.2, 0.6, 108.0, -5.9, 5.0, -16.3, -14.2, 0.4
> COc1cccc(C(C(=O)NC2CCCC2)N(C(=O)c2ccco2)c2ccc(C(C)=O)cc2)c1OC (configuration not stated)
 : 7.1, 2.9, -1.5, 94.0, -3.7, 3.0, -12.2, -12.3, -10.7
> CCC(CC)CN1CCN=C1N(C)C
 : 0.5, 0.1, -0.5, 100.0, -7.4, -1.0, 4.1, -4.7, 4.1
> Cc1cc(C)nc(Nc2nc3ccccc3o2)n1
 : 8.8, 0.8, 1.0, 100.0, -7.0, 14.0, -1.3, 0.4, -4.0
> Cc1cc(C)cc(NC(=S)N2CCC(N(C)CC3CCCO3)CC2)c1 (configuration not stated)
 : -3.0, -0.4, -0.1, 98.0, 0.5, -4.0, -2.3, -19.0, -4.8
> CCOc1ccc(CCNC(=O)COC(=O)Cc2c[nH]c3ccccc23)cc1OCC
 : ., -0.2, -0.9, ., -4.4, ., ., ., 5.6
> COc1ccc(N(CC(=O)N2CCN(Cc3ccc4c(c3)OCO4)CC2)S(=O)(=O)c2ccc(F)cc2)cc1
 : -11.2, 0.7, 0.3, 94.0, -0.3, -2.0, 19.4, -0.5, 0.7
> COc1ccnc(Oc2ccccc2)c1C(N)=O
 : 2.5, 0.1, 1.1, 97.0, 5.4, 1.0, 15.0, -3.8, -4.0
> CC(C)OC(=O)CSc1nnc(-c2ccc(O)cc2)n1Cc1ccccc1
 : -12.9, 4.2, 3.2, 94.0, -20.5, -3.0, 14.3, -7.9, -3.2
> CC12CN3CC(C)(CN(C1)C3c1ccc(Br)cc1)C2 (configuration not stated)
 : -4.8, 0.8, 1.4, 106.0, -6.2, 2.0, 38.4, 18.3, -3.4
> C/C=C/c1ccc(OCC(O)CN2CCCCC2CC)c(OC)c1 (configuration not stated)
 : -1.5, -0.7, -0.4, 109.0, 2.8, 5.0, 8.7, -11.3, -3.8
> COc1ccc(Nc2nc(=O)[nH]nc2C)cc1
 : 2.1, 0.2, 0.9, 105.0, -12.7, 4.0, 14.4, 5.1, -3.5
> CCCN1C(=O)C2(/C(=C(\O)c3ccc4c(c3)OCCO4)C(=O)C(=O)N2CCCOC)c2ccccc21 (configuration not stated)
 : 0.8, -0.1, 0.4, 108.0, -3.1, 5.0, 13.9, 1.6, .
> C(=N\Nc1ccccn1)/c1c[nH]c2ccccc12
 : 21.2, 1.7, 4.1, 102.0, -10.9, -1.0, -12.0, -2.8, -3.5
> CCC(C)[C@H](NC(=O)N1CCN(c2cccc(C(F)(F)F)c2)CC1)C(=O)OC (some centres not stated)
 : -1.0, 2.2, 1.5, 98.0, -3.7, -8.0, -12.0, -4.7, -3.5
> Cc1nn(CC(=O)Nc2ccc(N3CCOCC3)cc2)c(C)c1Br
 : -0.8, 2.5, 0.2, 97.0, -7.6, -5.0, 4.5, -1.6, -1.6
> Cc1ccc(OCC(=O)Nc2ccc(NC(=O)c3cccs3)cc2)c(C)c1
 : 2.4, 2.3, 1.2, 97.0, -3.8, -1.0, 16.0, -1.0, -7.5
> Cn1cccc1C(=O)NNC(=O)COc1ccccc1Cl
 : ., -0.1, 0.7, ., 0.2, ., ., ., -1.1
> COC(=O)c1ccc(NC(=S)Nc2ccc3ccccc3c2)cc1
 : -8.2, 0.5, 0.8, 99.0, -8.6, 4.0, 26.4, -6.2, 0.8
> NS(=O)(=O)c1ccc(NC(=O)c2c(F)cccc2Cl)cc1
 : -0.5, 1.2, 0.6, 130.0, -0.1, 26.0, 0.1, -14.4, 1.8
> O=C(CSc1nc2c(c(=O)[nH]1)CCC2)Nc1cccc(F)c1
 : 3.2, 0.2, 0.0, 105.0, -0.4, 2.0, 17.6, 2.1, -0.1
> Cc1ccc(NC(=O)COC(=O)/C=C/c2ccc(Br)o2)cc1S(=O)(=O)N(C)C
 : 0.4, 0.6, -0.7, ., -24.6, ., 3.2, 1.5, -7.4
> O=C(Cc1cccs1)Nc1ccc(F)cc1
 : 1.2, -0.4, 0.0, 111.0, -3.9, 3.0, -9.1, 2.0, -10.1
> CC(/C=N/NC(=O)c1ccccc1C)=C\c1ccccc1
 : ., -0.2, -3.6, ., -1.9, ., ., ., -1.1
> CCN(C(=O)COc1ccc(C)nc1[N+](=O)[O-])C1CCS(=O)(=O)C1 (configuration not stated)
 : 0.0, 0.6, -0.7, 90.0, 2.2, -2.0, 24.1, -5.9, 3.5
> O=C(Nc1nc2ccccc2[nH]1)C1CCN(C(=O)c2ccc(F)cc2)CC1
 : ., 0.5, -0.3, ., -3.9, ., ., ., -0.4
> COc1cccc(CNC(=O)c2ccc3c(c2)S(=O)(=O)N=C2CCCCCN23)c1
 : -7.5, -0.5, -0.7, 100.0, -7.4, 5.0, 3.1, -6.8, -2.1
> O=C(COc1ccc(Cl)cc1)Nc1ccc(Cc2ccncc2)cc1
 : 1.3, 7.4, 7.1, 106.0, -15.9, 7.0, 27.5, 27.9*, -3.2
> COc1ccccc1C(=O)NCCC(=O)Nc1nc2ccccc2[nH]1
 : ., -0.7, 0.1, ., -6.3, ., ., ., -4.0
> CCC(C(=O)O/N=C(\N)c1cccc(C)c1)c1ccccc1 (configuration not stated)
 : 1.4, -0.9, -1.8, 100.0, -11.4, 3.0, -34.7, -5.7, 0.3
> CCN(CC)S(=O)(=O)c1ccc(OC)c(NC(=O)CSc2ccccc2)c1
 : 2.0, -0.2, -0.1, 100.0, -1.8, -1.0, -6.8, -13.6, 1.8
> COC(=O)[C@H](Cc1ccccc1)NC(=O)[C@@]1(C)C[C@@H]1[C@@H](NC(=O)OCc1ccccc1)c1ccccc1
 : 2.3, 1.9, 0.9, 97.0, -10.4, 4.0, 19.5, 15.6, -5.7
> CCN(Cc1ccccc1)C(c1ccc(C)cc1)c1nnnn1C(C)(C)C (configuration not stated)
 : 1.1, -0.7, -0.8, 107.0, 0.6, 9.0, 5.7, -3.3, -0.9
> O=C(CN(c1ccc(Cl)cc1)S(=O)(=O)c1ccc(Cl)c([N+](=O)[O-])c1)NCCc1ccccc1
 : 1.2, -1.4, -1.1, 93.0, -6.2, -9.0, 12.2, -9.3, 1.9
> Cc1ccccc1NS(=O)(=O)c1ccc(C)c(C(N)=O)c1
 : 8.2, 0.2, 0.7, 64.0, 3.6, -18.0, 12.3, 3.1, -3.6
> N/C(Cc1cccc2ccccc12)=N\OC(=O)c1cccs1
 : -7.1, 0.9, -2.6, 100.0, -5.4, 0.0, 18.4, -1.9, .
